# Bioassay records from PubChem.
# LANA DNA inh: inhibitors of KSHV C-LANA binding to DNA, primary screen, biochemical, fluorescence polarization, FAM-LBS DNA, MBP-C-LANA, single point | Kaposi's sarcoma herpesvirus LANA C-terminal domain (residues 932-1162) DNA binding | inhibition, % at 9 µM | hit rate 0.078% among 340,000 | AID 504423, 2011;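 active = highest replicate inhibition at or above 60% at 9 µM, even if other replicates fall short; inactive = all replicates below 60% inhibition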;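 also: 0% = neutral control wells and 100% = 4 µM acridine orange control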
# Keap1 Nrf2 FP: Keap1-Nrf2 protein-protein interaction inhibitors, primary screen, biochemical, fluorescence polarization, single point; Kelch-like ECH-associated protein 1 (Homo sapiens), Q14145; Keap1 Kelch-Nrf2 peptide fluorescence polarization, 1536-well; inhibition, % at 9.4 µM; hit rate 0.15% among 340,000; in the data active = inhibition above about 12%;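 also: human Keap1 Kelch domain with fluorescein labeled Nrf2 9mer peptide probe; 0% = neutral control wells and 100% = peptide positive control; higher means more block of Keap1 binding to Nrf2 peptide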
# Target sequence (Q14145 whole entry, looked up, the tested form may be a part): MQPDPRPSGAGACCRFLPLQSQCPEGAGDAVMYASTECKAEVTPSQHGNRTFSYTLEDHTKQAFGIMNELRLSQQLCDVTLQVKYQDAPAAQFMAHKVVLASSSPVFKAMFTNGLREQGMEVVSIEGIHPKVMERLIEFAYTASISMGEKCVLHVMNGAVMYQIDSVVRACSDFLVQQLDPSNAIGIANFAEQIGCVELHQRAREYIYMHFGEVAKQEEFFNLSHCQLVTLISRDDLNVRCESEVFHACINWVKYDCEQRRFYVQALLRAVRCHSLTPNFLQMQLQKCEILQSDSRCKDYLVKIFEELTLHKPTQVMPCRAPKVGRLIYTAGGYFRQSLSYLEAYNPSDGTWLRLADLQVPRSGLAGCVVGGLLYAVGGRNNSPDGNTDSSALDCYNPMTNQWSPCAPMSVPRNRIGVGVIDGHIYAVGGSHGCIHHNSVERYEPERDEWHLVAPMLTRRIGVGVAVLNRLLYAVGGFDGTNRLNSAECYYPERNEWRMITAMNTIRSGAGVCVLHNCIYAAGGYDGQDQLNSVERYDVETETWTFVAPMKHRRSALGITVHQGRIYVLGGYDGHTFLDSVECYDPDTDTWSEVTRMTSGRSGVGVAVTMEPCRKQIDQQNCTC
# OPRM1-OPRD1 inv: inverse agonists of MOR-DOR heterodimerization, primary screen, cell-based, luminescence. Mu-type opioid receptor (Homo sapiens) + Delta-type opioid receptor (Homo sapiens), …. cell-based MOR-DOR heterodimer luminescence, inverse agonism. inhibition, % at 9.3 µM. hit rate 0.21% among 340,000; in the data active = inhibition above about 22%, passing the limit was not always enough;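 also: 0% = cells with DMSO and 100% = wells without cells with DMSO; values of inactives mirror those of a sister screen read the other way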
# OPRM1-OPRD1 ag: agonists of OPRM1-OPRD1 heterodimerization, primary screen, cell-based, luminescence; activation, % at 9.3 µM; hit rate 0.3% among 340,000; Mu-type opioid receptor (Homo sapiens) + Delta-type opioid receptor (Homo sapiens), …; AID 504326, 2011; cells; in the data active = activation above about 18%;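 also: 0% = vehicle-treated cells and 100% = reference agonist; values of inactives mirror those of a sister screen read the other way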
# CAL PDZ FP: untagged CAL PDZ binding inhibitors, primary screen, biochemical, fluorescence polarization, HTS; AID 602252, 2012; purified CAL PDZ, TMR-peptide fluorescence polarization, 1 h; hit rate 0.92% among 300,000; inhibition, % at 24.9 µM;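 active = mean inhibition of at least 30% with at least half of replicates also reaching 30%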;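 also: 0% = DMSO neutral control and 100% = excess unlabeled competitor peptide PRC23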
# HTR5A ag ctr: HTR5A agonists in luminescence cell assay, primary screen, counter-screen for OPRM1-OPRD1 heterodimer agonist project, full-deck HTS; AID 504692, 2011; 5-hydroxytryptamine receptor 5A (Homo sapiens), P47898; cell-based; hit rate 0.61% among 340,000; activation, % at 9.3 µM; in the data active = activation mostly above about 9.5%, no sharp cut-off; inactive = mostly below about 7.6%;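 also: 0% = cells with vehicle only and 100% = reference agonist; strong numbers were not always called active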
# Target sequence (P47898 whole entry, looked up): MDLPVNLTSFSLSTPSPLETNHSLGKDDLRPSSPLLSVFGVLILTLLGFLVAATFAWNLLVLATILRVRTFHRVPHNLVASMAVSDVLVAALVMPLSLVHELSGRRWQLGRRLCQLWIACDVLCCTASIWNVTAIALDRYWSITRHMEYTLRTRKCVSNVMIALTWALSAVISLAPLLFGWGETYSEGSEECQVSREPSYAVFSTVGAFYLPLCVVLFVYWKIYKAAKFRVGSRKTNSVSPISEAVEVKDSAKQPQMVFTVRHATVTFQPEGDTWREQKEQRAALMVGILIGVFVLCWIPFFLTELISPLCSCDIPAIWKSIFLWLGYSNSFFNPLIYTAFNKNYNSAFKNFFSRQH
# RTF Ca sens act: cardiac RTF calcium sensitivity activators, primary screen, biochemical, IANBD-TnC fluorescence, EC20 calcium; AID 493008, 2010; activation, % at 7.2 µM; IANBD-labeled TnC RTF fluorescence at EC20 calcium; 0% EC20 calcium, 100% full calcium; hit rate 0.24% among 340,000; Troponin I, cardiac muscle (Homo sapiens) + Troponin T, cardiac muscle (Homo sapiens) + …;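 active = activation above the mean over all tested compounds plus 3 SD, cut at about 30% in these data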;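 also: rise in fluorescence read as greater calcium sensitivity of cardiac thin filaments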
# V-ATPase pH: regulators of yeast V-ATPase proton pumping, primary screen, pHLuorin cytosolic pH fluorescence; S. cerevisiae; AID 504577, 2011; hit rate 0.37% among 350,000; response, % at 10 µM; in the data active = response mostly above about 7.3%, no sharp cut-off; inactive = mostly below about 5.4%; also: actives read high; inactives centre near 0; some compounds called inactive have numbers as strong as hits; reference of the scale not given here
# RTF Ca sens inh: cardiac RTF calcium sensitivity inhibitors, primary screen, biochemical, IANBD-TnC fluorescence, EC70 calcium; Troponin I, cardiac muscle (Homo sapiens) + Troponin T, cardiac muscle (Homo sapiens) + …; IANBD-labeled cardiac RTF, Ca2+ fluorescence; inhibition, % at 7.15 µM; hit rate 0.12% among 340,000;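 active = inhibition above the mean inhibition of all tested compounds plus 3 SD, cut at about 17% in these data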;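 also: assay run at fixed EC70 calcium of 1.6 mM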
# HTR5A inv ag: HTR5A inverse agonists in luminescence cell assay, primary screen, counter-screen for OPRM1-OPRD1 heterodimer inverse agonist project, full-deck HTS; 5-hydroxytryptamine receptor 5A (Homo sapiens), P47898; HTR5A cell line, inverse agonism; inhibition, % at 9.3 µM; hit rate 0.083% among 340,000; in the data active = inhibition mostly above about 23%, no sharp cut-off; inactive = mostly below about 18%;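 also: 0% = cells with DMSO and 100% = no-cell wells with DMSO; some compounds called inactive have numbers as strong as hits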
# The depositor's hits bear a star; / = not tested or not shown.
structure	RTF Ca sens inh	OPRM1-OPRD1 inv	RTF Ca sens act	CAL PDZ FP	LANA DNA inh	Keap1 Nrf2 FP	V-ATPase pH	HTR5A inv ag	OPRM1-OPRD1 ag	HTR5A ag ctr
Cc1ccc(NC(=O)c2ccc(NCCCN3CCC(C)CC3)c([N+](=O)[O-])c2)cc1F	6	-20	-3	3	-0.8	0	0	-7	4.2	4
CCc1cccc(CC)c1-n1c(SCC(=O)c2c(N)n(C)c(=O)n(C)c2=O)nnc1-c1cccnc1	-7	-6	13	0	0.9	-3	-1	-1	1.1	0
O=C1CCC(C(=O)N2CCCO2)CN1Cc1cccc(C(F)(F)F)c1 (configuration not stated)	0	11	-2	-4	0.5	-5	-3	-10	-2.1	2
O=S(=O)(Nc1nc2ccccc2nc1N1CCN(c2ccccc2)CC1)c1ccc(F)cc1	-22	-2	-3	0	4.3	-2	0	-8	0.3	3
CCN(C(=O)COC(=O)CCc1ccccc1OC)c1c(N)n(Cc2ccccc2)c(=O)[nH]c1=O	6	7	-15	-3	0.6	3	0	16	-1.1	1
O=C(C1=C[C@H](c2ccc(Br)cc2)C[C@H](OCCCCO)O1)N1CCN(Cc2ccc3c(c2)OCO3)CC1	-36	-19	-3	-2	-0.6	0	-2	-5	3.3	4
Cc1cccc2cc(C(c3nnnn3Cc3ccccc3)N3CCN(C)CC3)c(=O)[nH]c12 (configuration not stated)	-9	-185	-1	-3	1.6	-4	2	0	35*	0
Cc1ccc(S(=O)(=O)N2CCC(=O)CC2)cc1	-3	3	0	-3	2.3	3	1	12	-0.5	-3
N#Cc1ccc(C(=O)OCCCc2cc3ccccc3c(=O)o2)cc1	-2	11	1	-2	-1.1	2	-2	-6	-2.0	1
CC(C)(C)c1ccc(C(=O)c2c[nH]c(C(=O)NCCCn3ccnc3)c2)cc1	1	10	-2	/	-0.5	-4	-2	18	-2.1	-7
COCCNC(=S)N(CCc1c(C)[nH]c2ccccc12)Cc1cccnc1	-4	17	-2	-3	0.0	-4	-1	3	-3.8	-1
O=C(CSC1=Nc2ccccc2C2CC=NN12)Nc1ccc2c(c1)OCO2 (configuration not stated)	2	14	-5	/	0.0	1	-1	18	-2.8	0
Cc1nc(-c2ccc(Cl)cc2)sc1C1(C)CC(c2ccccc2F)=NO1 (configuration not stated)	4	17	1	-1	-2.5	-3	-1	-2	-3.6	6
CCc1cc(=O)oc2c3c(cc(OCC(=O)N[C@H](C(=O)O)[C@H](C)CC)c12)OC(C)(C)CC3	0	18	2	-4	-2.3	2	-3	8	-4.0	-2
COc1ccccc1S(=O)(=O)Cc1ccc(C(=O)N2CCN(c3ccccn3)CC2)o1	-7	4	-5	-2	0.7	-2	1	6	-0.8	-2
CCc1nnc(NC(=O)CSc2nnc(-c3ccc(OC)cc3)n2C)s1	-5	21	-5	0	0.9	1	3	2	-3.4	-5
CN(Cc1cccs1)C(=O)Cc1c[nH]c2ccccc12	-2	1	-3	0	-0.2	-5	-2	-49	-0.2	3
O=C(Nc1c(Cl)ccc2nsnc12)c1cccnc1	-29	6	4	-2	-1.0	-4	-3	9	-1.0	-4
CC(=O)N1CCN(c2ccc(NC(=S)NC(=O)COc3ccc(C(C)(C)C)cc3)cc2)CC1	-7	11	-20	-5	-0.6	-1	2	-5	-2.2	6
CCCN(CCC)CCCNC(=O)C1CCC(CNS(=O)(=O)c2cccc3nsnc23)CC1 (configuration not stated)	-8	10	-5	-1	-0.8	-7	3	-2	-2.0	0
COc1ccc(C2C(C#N)=C(N)OC3=C2C(=O)CCC3)c(OC)c1OC (configuration not stated)	2	13	-2	3	-0.3	1	0	-9	-2.2	-1
O=C(/C=C/c1ccc(F)cc1)NC(=S)Nc1ccccc1O	-1	-37	-2	6	2.0	-3	7	-11	7.7	3
CC(C)c1ccc(/C=C(\NC(=O)c2ccccc2)C(=O)NCCCn2ccnc2)cc1	-3	-3	2	2	-0.6	-1	4	-25	0.5	6
Cc1ccc(NC(=O)CC2S/C(=N/c3nccs3)N(C)C2=O)cc1C (configuration not stated)	0	2	-10	-3	0.0	-2	-5	-8	-0.3	1
Cc1ccccc1N/C(SCc1ccc(Cl)cc1)=C(/C#N)C(=O)NCc1ccco1	2	1	-3	-2	0.6	2	0	4	-0.3	-7
CCc1cccc(CC)c1-n1c(SCC(=O)N2CCc3ccccc3C2)nnc1-c1cccnc1	-12	-3	3	-3	0.7	-18	2	-8	0.6	4
Cc1nc2sccn2c(=O)c1Cl	-8	12	-6	0	0.7	-4	0	-8	-2.1	-1
CCCCCCSc1ccc([C@@H]2[C@H]3C(=O)N(CC)C(=O)[C@H]3[C@]3(C(=O)OC)CCCN23)cc1	-15	19	-5	-1	-6.4	-11	6	1	-3.5	4
CCSc1ccccc1C(=O)N=C1NC(=O)CC2C(=O)NCCN12 (configuration not stated)	-10	2	1	-4	0.6	-2	3	-7	-0.4	5
COc1ccc(NC(=O)CSc2nc(N)c(-c3ccccc3)c(=O)[nH]2)cc1	-11	2	0	-1	-1.8	-3	1	-16	-0.3	6
c1ccc(C2CC(c3cccs3)=NN2c2ccccc2)cc1 (configuration not stated)	-3	-4	0	-4	-0.4	2	-12	-20	0.9	7
O=S(=O)(Cc1ccc(Cl)cc1)C1CCCCC1O (configuration not stated)	-5	7	-5	7	0.2	-5	-2	-9	-1.4	1
CC(C)CC(NC(N)=O)C(=O)NCc1ccc(Cl)cc1 (configuration not stated)	5	9	-2	-1	0.2	-4	-1	5	-1.8	-2
CN(Cc1nc2ccc(F)cc2[nH]1)Cc1c(C(=O)N(C)C)nc2ccc(Cl)cn12	-7	11	-1	-2	-0.6	-5	-2	-12	-1.9	4
CCc1ccc(N(C2C=CS(=O)(=O)C2)S(=O)(=O)c2ccc(C)cc2)cc1 (configuration not stated)	5	13	4	-1	-1.8	0	1	17	-2.6	-1
CC(=O)Nc1ccc(NC(=O)CC23CC4CC(CC(C4)C2)C3)cc1	3	-10	-1	/	-3.2	0	-3	-7	1.3	3
O=c1cc(CNc2cc(C(F)(F)F)cc(C(F)(F)F)c2)nc2sccn12	-6	-14	-4	/	-0.3	2	-5	17	2.6	-4
Cc1ccc(S(=O)(=O)N2CCOCC2)cc1C(=O)Nc1cc(S(=O)(=O)N2CCCCC2)ccc1O	-4	-9	3	-5	3.3	3	3	21	2.3	-9
Cc1ccc(CS(=O)(=O)Cc2ccc(C(=O)NCc3cccs3)o2)cc1	-4	9	3	-3	0.3	4	0	-15	-1.9	5
CCCCCc1cc(O)c2c(C)cc(=O)oc2c1	-3	-39	3	-3	0.0	-1	0	5	7.3	-2
CCc1ccc2c(CN(C)Cc3ccccc3OC)cc(=O)oc2c1	3	-9	-5	-9	1.2	4	-2	1	1.8	0
O=C(NCCCN1CCOCC1)c1onc(CSc2ccccn2)c1C(=O)NCCCN1CCOCC1	-5	11	6	1	1.0	-4	-2	-19	-1.9	3
Cc1nnc2sc(SCc3ccc(Cl)cc3)nn2c1=O	-8	8	-1	-2	1.3	2	2	8	-1.6	-2
O=C(CSc1nccc(=O)[nH]1)Nc1ccc(F)c(Cl)c1	-4	13	1	2	0.5	0	-1	-50	-2.3	0
C/C=C/COc1nc2c(c(=O)n(C)c(=O)n2C)n1C	-3	8	-1	-3	-0.2	-4	2	-18	-1.5	-2
Cn1c(=O)n(Cc2ccccc2)c(=O)c2c1nc1n2CCCN1Cc1ccccc1	-7	12	4	1	-0.8	-1	-4	-4	-2.9	2
Cc1cc(O)c2c(CN3CCN(Cc4ccccc4)CC3)cc(=O)oc2c1	-13	-1	1	/	0.9	-2	0	4	0.1	-1
O=C1c2ccccc2C(=O)N1CCOc1ccccc1Cl	-4	12	-1	-3	-0.1	-5	-5	-5	-2.2	-2
CCCCOCC(O)CCc1n[nH]c(=S)n1-c1ccccc1 (configuration not stated)	-20	8	8	3	0.9	-2	-1	-8	-1.5	2
COCCCNC(=O)c1ccc(Cn2c(=O)c3ccccc3n(Cc3ccccc3C#N)c2=O)cc1	-7	-2	-3	-5	2.5	-2	0	11	0.3	6
O=C(Nc1ccc2ccccc2c1)c1cccnc1	-13	5	8	-1	-1.5	-3	4	16	-0.8	-1
O=C(NCCCn1ccnc1)c1ccco1	-2	5	-1	-3	2.2	3	2	11	-1.0	-4
Cc1nn2c(-c3ccc(Cl)cc3Cl)nnc2s1	-6	12	1	/	-1.5	-4	-3	21	-2.9	2
COC(=O)c1ccc(CSc2nnc(-c3c[nH]c4ccccc34)n2-c2ccccc2)cc1	7	18	-1	-4	2.2	1	4	12	-3.0	-5
COCCCN(C(C)=O)c1nc(-c2ccccc2)cs1	-5	-5	-1	-5	2.1	-8	2	2	1.1	-1
Clc1cccc(Nc2nc(N3CCOCC3)nc(N3CCOCC3)n2)c1	-7	-4	6	-4	-1.8	-5	3	1	0.8	1
O=C(CCNC(=O)Cn1ccc2ccccc2c1=O)NCCN1CCc2ccccc2C1	0	-6	-5	-2	3.8	-3	-5	-28	1.2	1
CC(=O)c1cc2c(cc1NC(=O)Cc1ccsc1)OCO2	-1	9	1	-3	0.7	-6	-4	5	-2.1	-2
CC(C)C(=O)NCC(c1cccs1)S(=O)(=O)c1ccc(F)cc1 (configuration not stated)	-4	14	3	-1	-0.9	0	1	5	-2.6	-1
Cn1c2c(c(=O)n3ncnc13)CCCC2	1	14	-4	48*	2.6	-2	-1	-26	-2.9	-3

# The listing continues.
structure	RTF Ca sens inh	OPRM1-OPRD1 inv	RTF Ca sens act	CAL PDZ FP	LANA DNA inh	Keap1 Nrf2 FP	V-ATPase pH	HTR5A inv ag	OPRM1-OPRD1 ag	HTR5A ag ctr
N#Cc1ccc(CSc2nnc(Nc3ccccc3)s2)cc1	8	9	-11	-10	-0.6	-1	-1	13	-1.4	5
CN1CCN(C(CNS(=O)(=O)c2ccc(F)cc2)c2cccnc2)CC1 (configuration not stated)	-5	13	1	-1	13	-2	-4	16	-2.5	3
CCC(=O)Nc1ccc(-c2nc(-c3ccccc3)n(CC(=O)N3CCCCC3)n2)cc1	-5	3	2	-3	0.2	-2	-2	-4	-0.6	1
CCN(CC)S(=O)(=O)c1ccc(/C=C/C(=O)OCC(=O)Nc2cccnc2Cl)cc1	-2	9	1	-1	0.4	1	-3	9	-2.3	-4
COc1cc(OC)cc(C(=O)NCC(=O)OCC(=O)C(C)(C)C)c1	0	-4	1	2	-1.3	-7	6	-9	0.6	4
COC(=O)c1cc(CN2CCN(c3ccccc3)CC2)ccc1O	-12	2	1	2	-1.4	-2	0	10	-0.4	-3
